ARFGAP1 inh: rat ARFGAP1 inhibition; 360,000 tested, 0.26% active; Arfgap1-stimulated ARF1 GTP hydrolysis, GDP FP detection; inhibition, % at 16.5 µM; Q62848;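 active = inhibition above a per-plate limit, mean inhibition of low control wells plus 3 SD, cut at about 25% in these data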;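 note: 0% = DMSO wells with enzyme and 100% = wells lacking Arfgap1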
Target sequence (Q62848 1-136 limits assumed): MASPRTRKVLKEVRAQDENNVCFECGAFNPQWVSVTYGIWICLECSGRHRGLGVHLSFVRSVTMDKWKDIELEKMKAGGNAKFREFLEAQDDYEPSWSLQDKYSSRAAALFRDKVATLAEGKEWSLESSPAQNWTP
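Repeats: one replicate per compound; assay system: rat Arfgap1 catalytic domain, aa 1-136; times: enzyme reaction 120 min at 25 °C after 20 min preincubation; detection: FP of antibody-bound GDP Alexa 633 tracer, ex 620/em 688 nm; benchmarks: high control wells lacking Arfgap1, low control full reaction with DMSO; reagent: human ARF1(Δ1-17)-GTP substrate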
ADAM17 inh: ADAM17 inhibition, QFRET primary screen; 370,000 tested, 0.83% active; recombinant ADAM17, EDANS/DABCYL FRET peptide cleavage; AID 720648; inhibition, % at 6.95 µM;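 active = inhibition above the mean of compounds lying between control limits plus 3 SD, set per campaign, cut at about 8.5% in these data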;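 note: 0% = DMSO-only wells as the low control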
ADAM10 inh: inhibitors of human ADAM10; O14672; recombinant ADAM10, EDANS/DABCYL FRET peptide cleavage, 3 h; inhibition, % at 7 µM; 370,000 tested, 0.62% active; AID 720582;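 active = inhibition above a per-campaign cutoff equal to the mean of compounds falling between control-based bounds plus 3 SD, cut at about 20% in these data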;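 note: 0% = DMSO wells while the 100% control is not disclosed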
ASAP1 inh: ASAP1 ArfGAP inhibition. Q9ULH1. ASAP1-stimulated ARF1 GTP hydrolysis, GDP FP detection. inhibition, % at 16.5 µM. 360,000 tested, 0.19% active. AID 624377; in the data active = inhibition above about 25%;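 note: 0% = vehicle with enzyme and substrate and 100% = no enzyme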
DDE Tn6 FP inh: disrupts Tn6 cyclic peptide binding to fibrin D-Dimer-E complex; inhibition, % at 8.3 µM; 370,000 tested, 0.21% active; AID 720509; Fibrin DD(E) TRITC-Tn6 fluorescence polarization displacement;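 active = inhibition above a per-campaign cutoff: mean of compounds within control limits plus 3 SD, cut at about 15% in these data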;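 note: 0% = median of all compound wells on the plate and 100% = blocking peptide control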
Target sequence (P02675 whole entry, looked up): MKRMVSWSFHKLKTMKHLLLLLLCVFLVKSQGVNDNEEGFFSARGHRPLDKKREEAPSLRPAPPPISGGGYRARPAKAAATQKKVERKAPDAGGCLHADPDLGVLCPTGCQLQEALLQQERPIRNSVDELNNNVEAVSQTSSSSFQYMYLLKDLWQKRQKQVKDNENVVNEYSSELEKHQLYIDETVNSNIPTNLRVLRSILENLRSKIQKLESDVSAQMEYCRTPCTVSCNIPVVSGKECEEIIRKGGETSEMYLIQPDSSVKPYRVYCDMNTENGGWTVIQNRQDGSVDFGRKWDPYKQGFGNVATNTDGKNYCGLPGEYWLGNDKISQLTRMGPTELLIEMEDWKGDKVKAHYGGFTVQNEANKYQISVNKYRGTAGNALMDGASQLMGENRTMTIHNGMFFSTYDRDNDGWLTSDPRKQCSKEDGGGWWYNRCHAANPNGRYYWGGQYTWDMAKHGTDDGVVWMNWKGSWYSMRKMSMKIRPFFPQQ
TDP2 absorb: TDP2 (human) inhibition, absorbance primary screen | O95551 | recombinant TDP2, T5PNP hydrolysis, p-nitrophenol absorbance 415 nm | inhibition, % at 12.8 µM | 370,000 tested, 0.34% active | AID 720702;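 active = inhibition above the mean of all tested compounds plus 3 SD, set per campaign, cut at about 25% in these data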;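 note: 0% = DMSO with enzyme and 100% = buffer with substrate but no TDP2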
Target sequence (O95551 whole entry, looked up): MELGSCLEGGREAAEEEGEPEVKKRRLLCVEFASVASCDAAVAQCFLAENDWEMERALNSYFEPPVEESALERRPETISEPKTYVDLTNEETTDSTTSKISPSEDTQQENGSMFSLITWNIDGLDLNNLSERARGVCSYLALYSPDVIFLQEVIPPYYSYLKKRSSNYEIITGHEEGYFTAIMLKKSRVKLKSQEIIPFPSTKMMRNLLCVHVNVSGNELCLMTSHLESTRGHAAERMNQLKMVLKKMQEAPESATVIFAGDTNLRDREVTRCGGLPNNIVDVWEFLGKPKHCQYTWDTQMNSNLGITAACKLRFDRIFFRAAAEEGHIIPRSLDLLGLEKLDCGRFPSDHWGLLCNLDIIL
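Incubation: 2 h at 37 °C; Test system: recombinant human TDP2; Quantity: enzyme 120 nM; Read-out basis: percent inhibition; Medium: 50 mM Tris-HCl pH 7.5 with Mg2+, KCl, DTT, BSA; Repeats: single replicate; Compound: 12.8 µM single point, 1% DMSO; Signal: epi absorbance; Reagent: 5 mM T5PNP chromogenic substrate; Benchmarks: no-enzyme high, DMSO-plus-enzyme low.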
PLCg1 inh: blocks human PLC-gamma1 enzyme activity. P19174. purified PLC-gamma1, fluorogenic substrate, fluorescence. inhibition, % at 12.2 µM. 370,000 tested, 0.84% active. AID 720700; in the data active = inhibition above about 9.5%
PLCb3 inh: PLC-beta3 (human) inhibition, primary screen; Q01970; Purified PLC-beta3, fluorogenic substrate, fluorescence; inhibition, % at 12.2 µM; 370,000 tested, 0.18% active; in the data active = inhibition above about 11%;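 note: 0% = median of compound wells on plate and 100% = full blocker control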
SIAE inh: inhibitors of human sialic acid acetylesterase SIAE; Q9HAT2; SIAE FP-Rh probe binding, fluorescence polarization; inhibition, % at 9.66 µM; 370,000 tested, 0.69% active; AID 1053197;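 active = inhibition above a cutoff: mean of compounds within the control limits plus 3 SD of those, cut at about 17% in these data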;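 note: 0% = plate median of compound wells and 100% = probe without SIAE protein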
Tn7 DDE FP: inhibitors of Tn7 peptide binding to human fibrin DD(E) | 370,000 tested, 0.13% active | AID 720508 | FP displacement of FITC-Tn7 peptide from fibrin DD(E); 0% = median of compound wells per plate | inhibition, % at 8.3 µM | P02675;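 active = inhibition above the mean of compounds falling within the control limits plus 3 SD of them, cut at about 14% in these data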;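 note: 0% = plate median of compound wells and 100% = 10 µM Aha-Tn7 peptide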
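Assay system: Human clot-derived fibrin DD(E) complex | Buffer or medium: Tris/NaCl/CaCl2 buffer, pH 7.8 | Repeats: One replicate per compound | Benchmarks: Aha-Tn7 high control | Measure: % inhibition scaled between sample-field median and high-control FP | Schedule: 10 min plus 3 h, room temperature | Signal: Fluorescence polarization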
Active calls of the source: *; / = not tested or not shown.

1: O=c1c2ccccc2nnn1CSc1nnc(-c2cccs2)n1Cc1ccccc1
2: Cc1cc(C)cc(NC(=O)Cn2cc(C=O)c3ccccc32)c1
3: CS(=O)(=O)c1ccc(S(=O)(=O)N2CCN(C(=O)C(O)c3ccccc3)CC2)cc1 (stereo not drawn)
4: CC1(C)CC2CC(C)(CN2C(=O)COC(=O)c2cccc(O)c2)C1 (stereo not drawn)
5: COC(=O)c1sccc1NC(=O)COc1cccc(C)c1
6: CCCCOC(=O)c1ccc(NC(=O)C(=O)NCc2ccccn2)cc1
7: Cc1ccc(NC(=O)c2ccc(N3CCOCC3)c([N+](=O)[O-])c2)cc1S(=O)(=O)N1CCOCC1
8: Cc1ccccc1C(=O)NNC(=O)c1cccc([N+](=O)[O-])c1

assay / entry,1,2,3,4,5,6,7,8
ARFGAP1 inh,-2,6,-5,5,1,-13,6,17
ADAM17 inh,-1,1,1,-2,-6,-2,3,-4
ADAM10 inh,3,0,-12,-7,-10,-2,8,1
ASAP1 inh,-17,-8,6,0,-25,-5,24,12
DDE Tn6 FP inh,-1,-17,14,5,-1,3,0,2
TDP2 absorb,-1,-13,-2,-11,-5,9,0,2
PLCg1 inh,0,-1,5,3,0,2,2,0
PLCb3 inh,-1,-1,1,-11,-2,-4,-2,-6
SIAE inh,-2,-6,0,1,-6,5,-4,-1
Tn7 DDE FP,8,-6,-6,6,4,-2,2,2

9: CN(c1ccc(C(=O)NCCSCc2ccco2)cc1)S(C)(=O)=O
10: CN1C(=O)c2oc3ccccc3c(=O)c2C1c1cccnc1 (stereo not drawn)
11: CCO[C@@H]1OC(C(=O)O)=C[C@H](c2ccc(C(F)(F)F)cc2)[C@H]1CCCO
12: CCC(=O)/C=C1\Sc2ccc(OC)cc2N1CC
13: C=CCN1C(=O)C(Cc2cccc(Cl)c2)SC1=Nc1ccc(C(=O)O)cc1 (stereo not drawn)
14: COc1ccc(CNCCNC(=O)c2cccs2)cc1OC
15: COc1ccc([N+](=O)[O-])cc1NS(=O)(=O)c1ccc(C)cc1
16: CCc1ccc(C(=O)Nc2nc(C)cs2)s1

assay / entry,9,10,11,12,13,14,15,16
ARFGAP1 inh,7,6,4,0,-9,11,6,-11
ADAM17 inh,0,-2,-5,1,-3,-5,-3,-5
ADAM10 inh,3,8,-1,0,-6,-12,-7,-12
ASAP1 inh,0,-3,6,-11,-5,-4,11,-4
DDE Tn6 FP inh,5,6,1,-4,8,-9,-7,-2
TDP2 absorb,-8,-12,0,-6,5,6,5,2
PLCg1 inh,0,-4,-2,6,1,-2,2,-6
PLCb3 inh,-1,-12,2,6,-2,-5,-8,-11
SIAE inh,1,-2,8,0,0,5,2,3
Tn7 DDE FP,-7,8,-6,3,1,1,-4,-2

Random excerpt: two entries already listed, in no set order.
10: CN1C(=O)c2oc3ccccc3c(=O)c2C1c1cccnc1 (stereo not drawn)
9: CN(c1ccc(C(=O)NCCSCc2ccco2)cc1)S(C)(=O)=O

assay / entry,10,9
ARFGAP1 inh,6,7
ADAM17 inh,-2,0
ADAM10 inh,8,3
ASAP1 inh,-3,0
DDE Tn6 FP inh,6,5
TDP2 absorb,-12,-8
PLCg1 inh,-4,0
PLCb3 inh,-12,-1
SIAE inh,-2,1
Tn7 DDE FP,8,-7

An excerpt from above with just ADAM17 inh and PLCb3 inh:
cpd	compound	ADAM17 inh	PLCb3 inh
10	CN1C(=O)c2oc3ccccc3c(=O)c2C1c1cccnc1 (stereo not drawn)	-2	-12
11	CCO[C@@H]1OC(C(=O)O)=C[C@H](c2ccc(C(F)(F)F)cc2)[C@H]1CCCO	-5	2
12	CCC(=O)/C=C1\Sc2ccc(OC)cc2N1CC	1	6
13	C=CCN1C(=O)C(Cc2cccc(Cl)c2)SC1=Nc1ccc(C(=O)O)cc1 (stereo not drawn)	-3	-2
14	COc1ccc(CNCCNC(=O)c2cccs2)cc1OC	-5	-5
15	COc1ccc([N+](=O)[O-])cc1NS(=O)(=O)c1ccc(C)cc1	-3	-8

Continued.
17: COc1ccc(-c2nn(-c3ccccc3)cc2CN(C)CCn2ccnc2C)c(F)c1
18: CSc1nc(NCc2ccco2)c2ccccc2n1
19: COc1ccc(C(=O)n2cnnc2N)cc1
20: C/C(=N\Nc1ccc([N+](=O)[O-])cc1)c1ccc(-n2nncc2C(C)(C)C)cc1
21: COc1ccc(N(CC(=O)N2CCN(Cc3ccccc3)CC2)S(C)(=O)=O)cc1OC
22: O=C(CSc1nc(=O)n(CCCN2CCOCC2)c2c1CCC2)Nc1ccc([N+](=O)[O-])cc1
23: COCCn1c(SCC(=O)Nc2ccc(OC)c(S(N)(=O)=O)c2)nc2ccccc21
24: Clc1ccc(-c2nn3cnnc3s2)c(Cl)c1

assay / entry,17,18,19,20,21,22,23,24
ARFGAP1 inh,1,-6,3,3,0,-2,3,3
ADAM17 inh,-6,-10,-7,-2,-5,-2,-1,-5
ADAM10 inh,3,-29,-1,-5,-4,0,-4,4
ASAP1 inh,-13,2,13,0,11,-5,-2,-18
DDE Tn6 FP inh,5,6,0,4,6,-1,-7,1
TDP2 absorb,13,0,-6,5,9,4,8,-5
PLCg1 inh,-3,-4,-3,-1,0,6,-1,1
PLCb3 inh,-8,-6,3,-1,-6,-6,-6,-1
SIAE inh,2,-3,-1,-2,-2,18*,-1,-6
Tn7 DDE FP,6,11,-3,-2,-3,-1,-6,3

25: O=C(c1ccco1)N1CCN(S(=O)(=O)c2c(Cl)cccc2Cl)CC1
26: COc1ccc(NC(=O)COC(=O)c2cc(Cl)ccc2O)cc1S(=O)(=O)N1CCCCC1
27: CCC(=O)N1CCCC1(C)C(=O)Nc1cccc(Oc2ccccc2)c1 (stereo not drawn)
28: COc1ccc(NC(=O)c2cc(-c3cc(Cl)ccc3C)n[nH]2)cn1
29: CN1CCN(C(=O)c2ccccc2NC(=O)c2ccccc2)CC1
30: COc1ccc(-n2c(SCC(=O)N(CC(C)C)CC(C)C)nnc2-c2ccncc2)cc1
31: O=[N+]([O-])/C=C/c1cn(Cc2ccc(Cl)cc2)c2ccccc12
32: O=C(NN=Cc1ccccc1O)c1cccc([N+](=O)[O-])c1

assay / entry,25,26,27,28,29,30,31,32
ARFGAP1 inh,7,4,-10,-3,-7,/,4,14
ADAM17 inh,4,-5,-6,0,-5,-1,8,0
ADAM10 inh,4,-1,-13,0,-8,-4,9,-3
ASAP1 inh,-3,0,-11,4,5,/,13,22
DDE Tn6 FP inh,-2,2,5,3,-5,5,10,-5
TDP2 absorb,-17,-2,-6,-8,4,7,-13,4
PLCg1 inh,2,-1,0,3,5,2,-2,-1
PLCb3 inh,-4,-11,2,3,-9,3,-1,2
SIAE inh,-6,6,-7,-15,7,-8,-11,-4
Tn7 DDE FP,-6,4,12,8,0,1,3,-2

33: CCOc1ccccc1-n1c(SCC(=O)N(C(C)C)C(C)C)nnc1-c1cccnc1
34: COc1ccc(NC(C)=O)cc1NC(=O)CSc1nnc(-c2cccnc2)n1C
35: CCn1ncc(N2CCOCC2)c(Cl)c1=O
36: CCn1nc(C)c(C2C(C#N)=C(N)Oc3n[nH]c(C)c32)c1C (stereo not drawn)
37: CCCC1CCC2(CC1)CCC2OC(=O)Nc1c(OC)cccc1OC (stereo not drawn)
38: CCCc1nc(NCc2ccncc2)c2nnn(Cc3ccccc3F)c2n1
39: O=S1(=O)N[C@@H](Cc2ccccc2)COc2cccc(NCCCN3CCOCC3)c21
40: COc1ccc(/C=c2\s/c(=C/C(=O)c3ccc(C)cc3)[nH]c2=O)cc1OC

assay / entry,33,34,35,36,37,38,39,40
ARFGAP1 inh,9,12,-3,1,/,3,7,-2
ADAM17 inh,-2,0,-1,-5,-3,-1,-3,2
ADAM10 inh,11,-10,0,-6,-2,1,-1,2
ASAP1 inh,4,-3,16,-4,/,-2,4,10
DDE Tn6 FP inh,-9,-6,-2,0,0,1,0,-6
TDP2 absorb,10,-6,-1,-2,-3,-3,12,-3
PLCg1 inh,4,3,4,-13,2,4,5,-95
PLCb3 inh,5,3,-3,-12,-7,4,2,-100
SIAE inh,2,0,1,6,0,-1,7,-77
Tn7 DDE FP,-4,-2,-4,6,7,3,3,-14

41: CCOC(=O)[C@@H]1CSCCS(=O)(=O)N1
42: CC(C)CN1C(=O)CN(S(C)(=O)=O)CC1(C)C(=O)NCc1ccccc1 (stereo not drawn)
43: O=C(COc1ccc(Br)cc1CO)Nc1ccccc1F
44: O=C(c1cnc(Cl)c(Cl)c1)N1CCN(S(=O)(=O)c2cccs2)CC1
45: COc1c(C)cc(S(=O)(=O)N2CCCC2)c(C)c1C
46: O=C(NCCc1ccc(Cl)cc1)c1cccc(S(=O)(=O)N2CCCC2)c1
47: O=C(CSc1ncccn1)N/N=C/c1ccc2c(c1)OCO2
48: COc1cc(-c2nc(CCNC(=O)c3ccco3)cs2)cc(OC)c1OC

assay / entry,41,42,43,44,45,46,47,48
ARFGAP1 inh,-8,-14,-7,-6,-7,6,-11,-3
ADAM17 inh,-3,-4,-4,0,-4,0,-7,-29
ADAM10 inh,-13,-7,-5,-1,-1,-3,0,-86
ASAP1 inh,1,8,-11,3,1,7,-15,-14
DDE Tn6 FP inh,4,-2,-7,-7,5,2,-1,-9
TDP2 absorb,-6,7,-6,4,4,-8,-7,0
PLCg1 inh,-2,-1,6,1,-1,3,-1,-6
PLCb3 inh,2,3,-2,2,1,2,-4,-18
SIAE inh,4,-1,3,-1,0,-4,-3,6
Tn7 DDE FP,-1,-2,-1,3,-1,-7,-2,-2

49: COc1ccc(C(c2c(NC(=O)c3ccccc3)sc(C)c2C)N2CCN(CCO)CC2)cc1 (stereo not drawn)
50: Cc1ccc(NC(=O)COC(=O)CN2C(=O)NC(C)(C)C2=O)cc1S(=O)(=O)N1CCOCC1
51: O=c1cc(O)c2c(=O)n(-c3ccccc3)c3ccccc3c2o1
52: Cc1ccc(NNC2CC(=O)N(c3cccc(Cl)c3)C2=O)cc1 (stereo not drawn)
53: Oc1ccc(-n2cnnn2)cc1
54: Cc1ccc(C)c(S(=O)(=O)N2CCN(c3ncnc4sccc34)CC2)c1
55: CSc1cccc(CN2CCCC(CO)(Cc3cccc(Cl)c3)C2)c1 (stereo not drawn)

assay / entry,49,50,51,52,53,54,55
ARFGAP1 inh,13,-14,9,-17,-1,4,3
ADAM17 inh,-3,-1,0,3,-1,3,-3
ADAM10 inh,-4,-5,12,0,-8,-4,7
ASAP1 inh,-6,8,5,3,-3,5,9
DDE Tn6 FP inh,7,-1,-4,-10,0,-3,-9
TDP2 absorb,1,2,-8,-4,-4,1,0
PLCg1 inh,-1,0,-10,-6,1,0,0
PLCb3 inh,0,-5,-16,-11,0,-10,0
SIAE inh,-3,-1,-6,10,8,2,-2
Tn7 DDE FP,7,-3,-8,-6,1,-5,4

Screening data deposited in PubChem by The Scripps Research Institute Molecular Screening Center.
